Mito fusion yeast: qHTS Assay for Small Molecule Inhibitors of Mitochondrial Division or Activators of Mitochondrial Fusion; Potency, µM (top dose mostly 46.1 µM), inactives show at the top dose growth rescue (activation), actives largely listed as activators; AID 485298, 2010; S. cerevisiae fusion-defective mutant growth rescue, CellTiterGlo 48 h; 0.23% of 320,000 active;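 further: potency means the concentration at half of the fitted maximal effect; % of control where 0% means no effect; nearly all actives have a fitted effect of over 45% in size; temperature-sensitive fusion mutants such as fzo1-1 at 37 °C on non-fermentable ethanol glycerol medium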
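S. cerevisiae fusion-defective temperature-sensitive mutants (e.g. fzo1-1, mgm1-5) grown 48 h at 37C in YPEG (ethanol/glycerol non-fermentable) medium with 23 nl compound per well; growth rescue read as CellTiterGlo luminescence.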
PKM2 activator: qHTS Assay for Activators of Human Muscle isoform 2 Pyruvate Kinase. Pyruvate kinase PKM (Homo sapiens), P14618. purified PKM2, Kinase-Glo ATP luminescence, activation; response scale: 0% is enzyme alone, no compound. Potency, µM (titrated, usually from 57.5 µM), inactives show at the top dose activation, most hits filed as activators. 0.34% of 260,000 active; further: potency means the concentration at half of the fitted maximal effect; on the % scale 0 is the no-effect control and ±100 the full control effect; nearly all actives have a fitted effect of over 55% in size
Target sequence (P14618 whole entry, looked up, canonical isoform): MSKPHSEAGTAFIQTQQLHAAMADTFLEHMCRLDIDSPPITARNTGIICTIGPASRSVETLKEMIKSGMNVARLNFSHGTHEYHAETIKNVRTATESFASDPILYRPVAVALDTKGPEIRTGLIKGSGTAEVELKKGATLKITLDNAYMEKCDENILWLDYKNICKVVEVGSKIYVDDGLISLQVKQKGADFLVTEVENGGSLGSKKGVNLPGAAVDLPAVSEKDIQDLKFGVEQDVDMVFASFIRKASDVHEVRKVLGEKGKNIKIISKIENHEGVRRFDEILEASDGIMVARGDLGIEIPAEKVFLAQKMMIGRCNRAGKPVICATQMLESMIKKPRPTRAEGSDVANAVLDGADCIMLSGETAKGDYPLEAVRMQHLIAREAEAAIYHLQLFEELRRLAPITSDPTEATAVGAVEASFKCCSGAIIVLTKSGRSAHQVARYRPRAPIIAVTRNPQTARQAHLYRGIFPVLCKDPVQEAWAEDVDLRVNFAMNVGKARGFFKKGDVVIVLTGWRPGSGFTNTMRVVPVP
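Kinase-Glo luminescence reports ATP generated from ADP (0.1 mM) and PEP (0.5 mM) by purified hPK-M2 after 1 h at room temperature, pH 7.2 imidazole buffer; intermediate enzyme activity allows detecting inhibitors and activators.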
VP16 counter: VP16 counterscreen qHTS for inhibitors of ROR gamma transcriptional activity; Potency, µM (highest dose often 53.6 µM), for inactives: top-dose activity, negative = inhibition, hits mostly inhibitors; 3.5% of 310,000 active; Drosophila S2 Gal4-VP16 UAS-luciferase, luminescence, 20 h;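 further: Gal4-VP16 expression switched on by copper sulfate through the metallothionein promoter; potency means the concentration at half of the fitted maximal effect; on the % scale 0 is the no-effect control and ±100 the full control effect; nearly all actives have a fitted effect of over 50% in size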
MBNL1 CUG block: qHTS Assay for Inhibitors of MBNL1-poly(CUG) RNA binding; Muscleblind-like protein 1 (Homo sapiens), Q9NR56; TR-FRET MBNL1-His/biotin-(CUG)12 binding, 665/545 ratio; Potency, µM (highest dose often 57.5 µM), without a hit: at the highest dose activity change, negative = inhibition, most hits filed as inhibitors; 0.036% of 280,000 active; AID 2675, 2010; active means well fitted inhibition curve with a large enough effect in the signal ratio, with a control signal flat, not every such curve was filed as active; inconclusive means small, poorly fitted or top-dose-only effect, or effect the other way, or a change in a side signal; inactive means no such curve, though single readings can be large or run the other way; the % refers to the signal ratio; further: potency means the concentration at half of the fitted maximal effect; on the % scale 0 is the no-effect control and ±100 the full control effect
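Compound titration spanned 92 nM–58 uM against the MBNL1-His/biotin-(CUG)12 complex. After 60 min at room temperature with 5 nM streptavidin-XL665 and 0.055 ng/ul terbium anti-His, ratiometric 665/545 nm emission (Ex 340 nm) normalized to controls.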
RORgamma inh: qHTS for inhibitors of ROR gamma transcriptional activity | Nuclear receptor ROR-gamma (Mus musculus), P51450 | Drosophila S2 Gal4-RORgamma UAS-luciferase reporter, 20 h | Potency, µM (series often up to 53.6 µM), without a hit: at the top dose activity change, negative = inhibition, most hits filed as inhibitors | 5.4% of 310,000 active; further: potency means the concentration at half of the fitted maximal effect; on the % scale 0 is the no-effect control and ±100 the full control effect; nearly all actives have a fitted effect of over 60% in size
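Stable Schneider cell line, Gal4 DNA-binding domain fused to ROR gamma, UAS-luciferase. Cmpd 1 hr RT → CuSO4 700 uM final → 20 hr RT → luciferase reagent 10 min → luminescence.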
FLuc counter: qHTS profiling assay for firefly luciferase inhibitor/activator using purifed enzyme and Km concentrations of substrates (counterscreen for miR-21 project) | 6.9% of 360,000 active | purified FLuc, Km substrates, luminescence inhibition | Potency, µM (series often up to 57.5 µM), for the others: top-dose activity change, negative = inhibition, most hits filed as inhibitors | Luciferin 4-monooxygenase (Photinus pyralis), P08659;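 further: potency means the concentration at half of the fitted maximal effect; plate controls were vehicle for no effect and reference inhibitor for full effect; nearly all actives have a fitted effect of over 55% in size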
Target sequence (P08659 whole entry, looked up): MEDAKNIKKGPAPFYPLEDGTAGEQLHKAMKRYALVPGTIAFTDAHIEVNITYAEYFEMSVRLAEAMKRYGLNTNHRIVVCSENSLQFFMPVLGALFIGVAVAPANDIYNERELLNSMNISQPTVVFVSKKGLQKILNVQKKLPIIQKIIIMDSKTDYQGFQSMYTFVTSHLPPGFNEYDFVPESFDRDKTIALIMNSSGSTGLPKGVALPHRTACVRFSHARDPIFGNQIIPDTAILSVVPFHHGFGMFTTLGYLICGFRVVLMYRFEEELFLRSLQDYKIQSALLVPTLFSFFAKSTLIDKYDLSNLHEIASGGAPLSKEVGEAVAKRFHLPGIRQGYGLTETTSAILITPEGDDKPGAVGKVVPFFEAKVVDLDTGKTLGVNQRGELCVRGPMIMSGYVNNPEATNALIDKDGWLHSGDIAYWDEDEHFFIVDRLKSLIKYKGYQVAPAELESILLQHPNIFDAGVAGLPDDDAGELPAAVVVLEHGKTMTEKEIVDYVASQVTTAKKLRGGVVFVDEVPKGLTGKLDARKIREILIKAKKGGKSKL
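Biochemical qHTS of compounds, final roughly 60 µM downward over six points, against 10 nM purified firefly luciferase using Km concentrations of substrates (10 uM D-luciferin, 10 uM ATP) in Tris acetate pH 7.5 buffer; luminescence output.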
Menin-MLL TR inh: qHTS Assay for Inhibitors Targeting the Menin-MLL Interaction in MLL Related Leukemias: Competition With Texas Red Labeled MLL-derived Mutant Peptide | O00255 | Potency, µM (series often up to 61.6 µM), for the others: at the top dose FP activity change, negative = inhibition, most hits filed as inhibitors | 0.23% of 270,000 active | Menin + Texas Red MLL mutant peptide, fluorescence polarization; active means well fitted inhibition curve with a large enough effect in the polarisation, with a control signal flat, not every such curve was filed as active; inconclusive means small, poorly fitted or top-dose-only effect, or effect the other way, or a change in a side signal; inactive means no such curve, though single readings can be large or run the other way; the % refers to the polarisation; further: potency means the concentration at half of the fitted maximal effect; % of control where 0% means no effect; many of its hits are not listed in these tables
KCNH2 3.1 block: qHTS for Inhibitors of KCHN2 3.1: Mutant qHTS. U2OS KCNH2 3.1, thallium flux FluxOr; stronger effect = lower value. Potassium voltage-gated channel subfamily H member 2, brain isoform KCNH2 3.1 (human). 0.95% of 340,000 active. activity change, % (tested at about 1.8 µM);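 active means maximum activity change below -70%; inconclusive means maximum activity change from -70% to -50%; inactive means maximum activity change above -50%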;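 further: thallium influx rate constant from kinetic fluorescence after stimulation buffer; on the % scale 0 is the no-effect control and ±100 the full control effect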
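U2OS cells transduced with KCNH2 3.1 mutant virus (1.77 x 10^8 /mL, 4 h), plated overnight at 37 C, loaded 45 min with FluxOr dye plus Red40 quencher. Thallium flux rate constant from kinetic reads after stimulation buffer, normalised to controls.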
ELG1 DNA repair: qHTS screen for small molecules that inhibit ELG1-dependent DNA repair in human embryonic kidney (HEK293T) cells expressing luciferase-tagged ELG1; HEK293T ELG1-luciferase reporter, luminescence, 16 h; DNA damage induced by 5-fluorouridine; Potency, µM (doses to about 46.1 µM), inactives show top-dose activity change, negative = inhibition, hits mostly inhibitors; 2.3% of 330,000 active; further: potency means the concentration at half of the fitted maximal effect; on the % scale 0 is the no-effect control and ±100 the full control effect; nearly all actives have a fitted effect of over 55% in size
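HEK293T cells expressing luciferase-tagged ELG1 (2,000/well) received 5-Fluorouridine plus compound or DMSO for 16 hr at 37 °C. Luciferase was read by ONE-Glo luminescence after 30 min at room temperature.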
Rab9 prom act: qHTS Assay for Rab9 Promoter Activators; Huh7 Rab9 promoter-luciferase reporter, luminescence, 24 h; Potency, µM (series often up to 9.22 µM), for inactives: at the top dose activation, negative = inhibition, actives largely listed as activators; 2.8% of 320,000 active; further: potency means the concentration at half of the fitted maximal effect; % of control where 0% means no effect; nearly all actives have a fitted effect of over 60% in size
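Huh7 cells stably carrying a Rab9 promoter-luciferase reporter, 1500 cells per well in OP-MEM I with 10% FBS, treated with compound 24 hours at 37C. Luciferase activity read by luminescence after 10 minutes with Amplite reagent.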
NPC1 prom act: qHTS Assay for NPC1 Promoter Activators. Potency, µM (top dose mostly 9.22 µM), without a hit: at the highest dose activation, most hits filed as activators. Huh7 NPC1 promoter luciferase reporter, 24 h. 2.4% of 320,000 active. AID 485313, 2010;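 further: potency means the concentration at half of the fitted maximal effect; % of control where 0% means no effect; nearly all actives have a fitted effect of over 60% in size; reporter is driven by a mutant NPC1 promoter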
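Luciferase expression driven by the NPC1 promoter was measured in stably transfected Huh7 cells after a 24 h compound incubation, using a luciferase reagent and a luminescence read.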
Starred values were filed as active, the others as inactive; ? = inconclusive; / = not tested or not shown; [ ] = remark or other dose. Unless noted, the call rests on the fitted dose curve; in most records, active means well fitted curve in the direction sought with a large enough effect; inconclusive means small, poorly fitted or top-dose-only effect, or another doubt; inactive means no such curve, though single readings can be large; an effect the other way counts as inactive or inconclusive. The list is partial (hit frequency here may not be typical).

SMILES	Mito fusion yeast	PKM2 activator	VP16 counter	MBNL1 CUG block	RORgamma inh	FLuc counter	Menin-MLL TR inh	KCNH2 3.1 block	ELG1 DNA repair	Rab9 prom act	NPC1 prom act
CC(C)(C)c1cccc(OCCCSc2ncccn2)c1	5.3%	3.3%	-1.2%	0.4%	26.3%	?	-16.3%	-1.8	?	3.9%	-0.6%
NS(=O)(=O)c1ccc(NC(CNS(=O)(=O)c2ccccc2)c2ccccc2)cc1 (stereo unspecified)	-8.8%	7.2%	-5.2%	?	36.9%	2.4%	-0.3%	-6.8	13.5%	-5.9%	-4.0%
CN(Cc1ccccc1)S(=O)(=O)c1ccc(NS(=O)(=O)Cc2ccccc2)cc1	10.3%	8.9%	-3.4%	0.2%	44.2%	5.2%	?	7.1	-21.9%	-0.7%	2.7%
Cc1cc(N2CCN(C(=O)c3ccco3)CC2)n2nc(C)c(-c3ccccc3)c2n1	-11.1%	-6.7%	-1.1%	-0.4%	-13.8%	-5.4%	?	6.0	?	-1.7%	-0.2%
CN(C(=O)COC(=O)c1cc(=O)[nH]c2ccccc12)C1CCCCC1	-3.1%	/	/	/	/	/	/	-0.6	?	?	16.7%
Cc1ccc(S(=O)(=O)NC(C(=O)Oc2cc3oc(=O)cc(C)c3cc2Cl)C(C)C)cc1 (stereo unspecified)	2.2%	-8.0%	0.1%	21.0%	-3.9%	3.9%	0.1%	-0.8	-11.1%	0.4%	-4.7%
O=C(NCc1cccs1)c1nc2c(nnn2Cc2ccccc2Cl)c(=O)[nH]1	7.5%	-3.3%	2.82µM*	0.8%	10µM*	-17.7%	8.1%	0.7	16.4µM*	-42.7%[inhibitor]	-34.6%[inhibitor]
C=CCOc1ccc(C2C(C(=O)c3ccco3)=C(O)C(=O)N2Cc2cccnc2)cc1 (stereo unspecified)	2.0%	1.3%	5.5%	12.9%	34.3%	-1.7%	-9.0%	-3.8	?	-3.6%	0.3%
[N-]=[N+]=NCC/C=C\C1NS(=O)(=O)OCC1O (stereo unspecified)	-1.2%	-0.7%	1.0%	-3.3%	-20.8%	2.1%	4.2%	-8.2	-0.2%	-0.3%	-0.5%
Cn1c(CCCOc2ccc(Cl)cc2Cl)nnc1SCC(=O)Nc1ccc(F)c(Cl)c1	0.0%	1.3%	-18.6%	/	-2.4%	-10.0%	37.3%[activator]	4.5	14.6%	3.0%	-4.9%
CC(C)(C)C1(c2ccccc2)NC(=O)N(CC(=O)N2CCOCC2)C1=O (stereo unspecified)	4.1%	1.0%	4.2%	6.7%	-2.7%	0.4%	-12.2%	-22.5	/	/	/
CCn1c(=O)c2sccc2n(CC(=O)NCCC2=CCCCC2)c1=O	7.4%	5.7%	2.3%	-1.0%	17.0%	0.0%	-12.6%	17.3	-3.8%	4.9%	-5.8%
Cc1ccccc1Cn1c(=N)n(CC(O)c2ccco2)c2ccccc21 (stereo unspecified)	-5.3%	-2.2%	-6.4%	-3.5%	1.5%	-0.3%	-12.2%	-21.8	-27.2%	-2.9%	-0.6%
C#CCN(N(C)c1ncc(C(F)(F)F)cc1Cl)S(=O)(=O)c1ccc2ccccc2c1	-3.5%	2.9%	5.1%	2.6%	-20.3%	8.4%	4.0%	-13.3	-3.0%	-3.0%	2.4%
CN(CCO)C1=NS(=O)(=O)c2cc([N+](=O)[O-])ccc21	-1.6%	-1.0%	-13.6%	?	34.9%	0.0%	-18.4%	-12.2	?	16.1%	1.0%
COc1cc(NC(=O)CCNS(=O)(=O)c2ccc3c(c2)CCC(=O)N3)cc(OC)c1	-1.6%	-15.2%	3.1%	-20.0%	-7.3%	-1.2%	4.5%	1.9	5.8%	0.0%	-0.1%
COCCNS(=O)(=O)c1ccccc1	-0.1%	7.1%	-1.6%	-0.3%	2.9%	3.2%	-1.5%	-1.1	0.1%	1.7%	1.8%
COc1ccccc1N(CC(=O)NC1CC2CCC1C2)S(=O)(=O)c1ccc(C)cc1 (stereo unspecified)	-3.0%	0.9%	-4.7%	4.8%	37.9%	5.3%	/	-0.1	?	-1.3%	-1.0%
O=S(=O)(NCCCSc1ccccc1)c1ccccc1F	-1.9%	/	7.0%	-5.0%	1.1%	4.4%	15.7%	-2.2	1.3%	-2.1%	-2.5%
COCCNC(=S)N1CCC(c2nc(-c3ccc(F)cc3)no2)CC1	-8.6%	9.3%	0.5%	-1.1%	-1.6%	3.8%	15.0%	-5.4	-8.7%	-0.7%	-8.4%
Cc1nnc(NC(=O)CSc2nnc3ncccn23)s1	1.8%	29.2%	5.4%	-2.0%	32.6%	0.0%	7.4%	0.3	?	13.1%	0.1%
COc1ccc(-c2[nH]ncc2CNCCn2cccn2)c(F)c1	-0.3%	?	6.0%	-16.0%	-10.2%	2.4%	2.2%	-137.9*	13.6%	-1.5%	-0.6%
CCOC(=O)c1ccccc1NC(=O)Cc1c(C(=O)O)n(C)c2ccccc12	14.8%	/	11.0%	5.0%	41.8%	2.3%	0.4%	3.6	3.3%	-1.4%	-5.8%
CC(C)(C)c1cc(C(=O)CCN2CCOCC2)cc(C(C)(C)C)c1O	-33.5%[inhibitor]	/	?	-10.5%	-95.4%	4.2%	?	5.1	-1.9%	1.5%	0.7%
Cc1ccc(C)c(OCCC(=O)Nc2cccc(S(=O)(=O)N3CCCCC3)c2)c1	27.7%	/	/	/	/	5.2%	/	10.8	-15.5%	-5.0%	-3.6%
O=C(NCc1nnc(SCC(=O)N2CCN(c3ccccc3)CC2)o1)c1c(F)cccc1Cl	1.9%	-1.0%	-4.2%	4.9%	-22.4%	-1.5%	-8.2%	-22.0	-8.3%	1.2%	-2.0%
O=C1C(Cc2c[nH]c3ccccc23)NC(=S)N1C1CCCCC1 (stereo unspecified)	4.2%	-5.6%	?	8.9%	20µM*	-3.1%	?	-6.9	-0.1%	2.1%	-1.9%
CCCSc1nc(C)c(C(C)=O)cc1C#N	11.5%	-1.4%	2.0%	-5.5%	-19.7%	3.0%	/	4.7	?	-2.0%	1.5%
CN(Cc1ccc(Cl)cc1)C(=O)c1cc(S(=O)(=O)N2CCOCC2)ccc1N1CCCC1	-2.9%	/	/	/	/	10.6%	/	0.2	?	-2.3%	-3.6%
C=CC(=O)Nc1sc2c(c1C(N)=O)CCCC2	2.0%	/	/	/	/	?	/	-1.9	?	-3.4%	-12.3%
CC(/C=N/NC(=O)c1ccccn1)=C\c1ccco1	-5.6%	-17.3%	-22.5%	?	?	3.79µM*	/	-5.4	?	1.41µM*	1.41µM*
CC1CCN(Cc2nnnn2CCCC(=O)N(C)C(C)c2ccccn2)CC1 (stereo unspecified)	-0.2%	/	29.8%	-2.4%	10.0%	4.0%	/	-2.2	8.6%	-1.9%	0.8%
CCCOc1ccc(C(O)(CCC)CCN2CCCCC2)cc1 (stereo unspecified)	-3.7%	4.1%	5.3%	-8.1%	-12.3%	3.2%	-5.5%	-25.4	-25.3%	-3.0%	-4.8%
Cc1ccc(-c2ccc(/C=N/O)o2)cc1[N+](=O)[O-]	-1.7%	-2.8%	?	?	-43.1%	?	32.1%[activator]	-3.6	?	23.1%	5.9%
CCOc1ccc2nc(N3CCC(C(=O)N4CCN(c5ccccn5)CC4)CC3)sc2c1	2.6%	0.5%	-10.1%	6.2%	?	10.7µM*	?	-20.0	11.6µM*	-14.8%	-0.8%
COc1cc(/C=N/N2CCN(c3ccccc3)CC2)ccc1OC(C)=O	-1.0%	1.3%[11.5 µM]	1.6%	-1.5%	22.3%	?	-6.5%	3.9	11.6%	-1.6%	1.6%
CCOC(=O)c1c(-c2ccco2)csc1N	1.4%	4.5%	0.0%	13.5%	-29.0%	-9.6%	?	14.0	12.9%	23.7%	9.1%
CCOC(=O)CS(=O)(=O)c1ccc(O)cc1	3.6%	9.7%	-10.2%	-0.4%	-13.0%	-0.7%	-8.4%	1.6	5.7%	-3.0%	-1.3%
